Compound activity: PubChem BioAssay, National Center for Advancing Translational Sciences (NCATS)
ALOX12 inh – inhibitors of human 12S-lipoxygenase ALOX12 | P18054 | purified 12hLO, xylenol orange hydroperoxide absorbance | 580,000 compounds, 1.1% hits | Potency, µM (series often up to 108 µM), for the others: top-dose activity change, negative = inhibition, most hits filed as inhibitors; active = well fitted inhibition curve with a large enough effect; inconclusive = small, poorly fitted or top-dose-only effect, or another doubt; inactive = no such curve, though single readings can be large or run the other way
Target sequence (P18054 whole entry, looked up): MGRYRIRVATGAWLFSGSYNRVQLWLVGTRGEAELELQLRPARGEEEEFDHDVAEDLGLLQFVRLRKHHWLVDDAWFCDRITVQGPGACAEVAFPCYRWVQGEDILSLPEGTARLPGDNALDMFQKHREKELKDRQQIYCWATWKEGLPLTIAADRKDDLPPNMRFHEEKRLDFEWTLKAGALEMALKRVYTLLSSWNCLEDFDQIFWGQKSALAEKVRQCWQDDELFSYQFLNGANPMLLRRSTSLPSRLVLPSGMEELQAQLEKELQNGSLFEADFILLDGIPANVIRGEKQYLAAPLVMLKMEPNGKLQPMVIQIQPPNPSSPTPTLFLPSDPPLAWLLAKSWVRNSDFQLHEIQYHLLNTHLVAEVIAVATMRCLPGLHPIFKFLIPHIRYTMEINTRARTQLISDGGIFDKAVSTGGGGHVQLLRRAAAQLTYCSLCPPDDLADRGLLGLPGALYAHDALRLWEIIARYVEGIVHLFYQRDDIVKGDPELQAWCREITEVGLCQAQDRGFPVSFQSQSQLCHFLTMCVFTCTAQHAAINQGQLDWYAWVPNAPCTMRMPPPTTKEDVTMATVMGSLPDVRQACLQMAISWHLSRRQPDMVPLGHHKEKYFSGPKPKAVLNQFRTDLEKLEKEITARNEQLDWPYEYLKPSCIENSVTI
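Hydroperoxide product was detected by ferrous iron/xylenol orange as the 573 to 405 nm absorbance ratio. Arachidonic acid at 40 uM (final) was turned over for 30 min at room temperature by 150 nM human 12hLO, pH 7.0 Hepes buffer, after 15 min compound preincubation.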
* hit, by the source's call; ? = inconclusive; [ ] = another dose, or the depositor's remark. % is set by controls: 0 for no effect and ±100 for the full control effect; potency is the fitted concentration of half-maximal effect.

SMILES	ALOX12 inh
Cc1cccc(CC(=O)N2CC3CC(C2)[C@H]2CCCC(=O)N2C3)c1 (some centres undefined)	11.9%
COc1ccc(CN2C(=O)[C@@H]3C[C@@H](O)CN3C3(CN(C4CCC4)C3)C2=O)cc1	1.0%[176 µM]
Cc1ccc(OCCC2CCN(C(=O)Cc3ccsc3)C2)cc1 (centres undefined)	5.6%
CSC(=Cc1ccc(C(=O)c2ccc(C)cc2)n1C)S(C)=O (centres undefined)	-10.7%
CN(C)Cc1nnc(C2CC(NC(=O)c3ccnnc3)C2)n1C (centres undefined)	52.1%[activator]
O=C(Nc1ccc2ncnc(N3CCCCC3)c2c1)c1ccc(F)cc1F	26.2%
CCc1noc(-c2cn(C3CCN(C(=O)c4cccc(Cl)c4)CC3)nn2)n1	13.4%
COCc1cc(C[C@@H]2CC[C@H](O)[C@@H](CNCc3ccccc3OC)O2)no1	64.9%[activator][176 µM]
Cc1ccc(Cn2cc(CN3[C@@H](Cc4ccccc4)COc4cc(Br)ccc4S3(=O)=O)nn2)cc1	-26.8%
CSc1cccc(NC(=O)c2ccc3c(c2)N(C)C2CCCCCN2C3=O)c1 (centres undefined)	-13.1%
Cc1ccc(C(=O)N2CCC(N3CC4CCCN4C3=O)CC2)cc1 (centres undefined)	4.2%[176 µM]
CCN1CC2(CCN(C(=O)[C@H]3Cc4ccccc4CN3)CC2)CC1=O	1.6%
c1ccc(Nc2nnc(-c3ccc4c(c3)OCO4)o2)cc1	?
COCCc1noc(-c2ccccc2OC2CN(S(=O)(=O)C(C)C)C2)n1	31.0%
COCCNc1nc2c(S(=O)(=O)c3ccc(C(C)C)cc3)nnn2c2ccccc12	10.3%[6.33 µM]
COc1ccc(OC)c(CNC(=O)C(C)(C)C2CCOCC2)c1	36.4%
O=C(NC1CCCCC1)O[C@@H]1CO[C@H]2[C@@H]1OC[C@@H]2Nc1nccc(-c2cccs2)n1	?
COc1ccccc1OC1CN(C(=O)C(c2cccc(F)c2)N(C)C)C1 (centres undefined)	29.7%
O=C(Nc1cnc(-c2ccccc2)nc1)c1ccc(F)c(F)c1	11.3%
O=C(c1ccc(Cl)cc1)N1CCC2(CC1)C(=O)Nc1ccccc12	2.2%[6.33 µM]
CC1CCN(C(=O)C2CCN(c3nc(-c4ccccc4)nc4c3CCC4)CC2)CC1	10.2%
O=C(CN1CC2CC(C1)[C@H]1CCCC(=O)N1C2)Nc1ccc2c(c1)OCCO2 (some centres undefined)	11.5%
COc1cc2c(cc1OC)C(C[C@H]1CN(C(=O)N3CCOCC3)CC[C@H]1CC(=O)O)=NCC2	0.7%
CCCS(=O)(=O)N1CCCN(Cc2ccncc2)C(c2ccccc2)CC(=O)NCC1 (centres undefined)	22.8%
O=C(Cc1cccc(Cl)c1)N1CCC2(CC1)COc1ccccc1[S+](=O)([O-])N2	4.3%[6.33 µM]
Cc1ccc(CN2CCCC(c3nn(-c4ccc(Cl)cc4)c(=O)[nH]3)C2)cc1 (centres undefined)	17.8µM*
CC1(C(=O)N2CCC(c3ccccc3)CC2)CCc2cnc(Nc3ccncc3)nc21 (centres undefined)	18.9%[176 µM]
NC(=O)[C@H](CC1CCCCC1)NC(=O)[C@@H]1CN(S(=O)(=O)c2ccccc2)CCN1C(=O)c1cccs1	20.0%
CNC(=O)[C@@H](c1ccccc1)N1CCC[C@H]1C(=O)N(C)Cc1ccccc1	?
Cn1cc(-c2cc3c(Nc4ccc(OC(F)(F)F)cc4)nccc3[nH]2)cn1	?
Cc1ccc(C(=O)N2[C@@H]3CC[C@H]2CC(NC(=O)c2ccncc2)C3)cc1F (some centres undefined)	60.7%[activator]
COc1ccc(CN2C[C@@H]3C(=O)N(CCN4CCc5ccccc5C4)C(=O)[C@@H]3C2)c(OC)c1	37.2%[activator]
COc1ccccc1-c1ccnc(-n2ncc(C(=O)NCCc3ccncc3)c2C)n1	15.1%
CCCCC/C=C/CC(=O)OC	9.6%[176 µM]
O=C(c1ccc(Cl)cc1)N1CCn2c(nn(-c3ccc(C(F)(F)F)cc3)c2=O)C1	5.0%[6.33 µM]
COC(=O)c1ccc(CN2C(=O)[C@@H]3C[C@@H](O)CN3C3(CN(Cc4ccccc4F)C3)C2=O)cc1	-2.6%
CC1=NOC2(CCCN(C(=O)c3ccccc3)C2)C1 (centres undefined)	9.6%[12.5 µM]
Cn1nccc1C(=O)N1[C@@H]2CC[C@H]1CC(NC(=O)c1ccncc1)C2 (some centres undefined)	48.3%
Cc1ccc(-c2cc(C(=O)N3CCCC3c3nncn3C(C)C)[nH]n2)cc1C (centres undefined)	40.1%[activator]
CN(C)[C@@H]1C[C@H](Cn2cc(-c3cccnc3)nn2)[C@@H](O)[C@H]1O	?
Cc1nc(N2CCC(NCCN3CCCOC3=O)CC2)c2ccsc2n1	?
Cc1ccc(NC(=O)C2CCN(c3cc(C(F)(F)F)ncn3)CC2)c(C)c1	24.7%
O=C(OCc1ccccc1)N1CCOCC12CCN(Cc1ccc3[nH]ccc3c1)CC2	?
Cn1cnc(S(=O)(=O)N[C@H]2CCN(C(=O)c3ccco3)[C@H](C(=O)N[C@H](Cc3ccccc3)C(N)=O)C2)c1	9.8%
O=C(Nc1ccc(Cl)cc1)N1CCn2c(nn(-c3ccc([N+](=O)[O-])cc3)c2=O)C1	?
O=C(c1nc(-c2cccnc2)c2ccccn12)N1CCOCC1	1.6%[12.5 µM]
Cc1ccc(C2Cn3nnc(-c4noc(-c5cccnc5)n4)c3CO2)cc1 (centres undefined)	1.3%
COc1ncccc1-c1cc2[nH]ccc2c(C(=O)NCc2c(C)cc(C)[nH]c2=O)n1	-26.1%[176 µM]
Cn1cccc1C(=O)NCC(=O)N1CCCCCCNC(=O)CC1c1ccccc1 (centres undefined)	30.3%
CCC(C)NC(=O)Cc1csc2nc(C)c(-c3cc(C)n(-c4ccc(C)cc4)n3)c(=O)n12 (centres undefined)	?
O=C(Cn1nc2c(cc1=O)CCCC2)NCCc1nc2ccccc2[nH]1	53.4%[activator]
O=C(c1n[nH]c2ccccc12)N1CCc2c(nc3cc(-c4ccccc4Cl)[nH]n3c2=O)C1	48.3%
CCCCNc1ncc(C(=O)O)c(CC)n1	15.2%
COc1ccc(NC(=O)c2c(C)oc3ccn(Cc4ccc(F)cc4)c(=O)c23)c(OC)c1	-1.2%
COc1cc(=O)n2c(c1C(=O)Nc1ccccc1)CCCC2	52.5%[activator]
CC(=O)N1CCC(C(=O)N2CCCCCCN(C)C(=O)[C@@H]3CCC[C@@H]32)CC1	58.3%[activator]
CCN1c2cc(C(=O)Nc3ccc(N(C)C)cc3)ccc2C(=O)N2CCCCCC21 (centres undefined)	?
COc1cccc(CN2Cc3cc(NC(=O)Cc4cccs4)ccc3OCC2=O)c1OC	14.5%
O=C(CN1Cc2ccccc2OC(c2ccsc2)C1)NCc1ccc2c(c1)OCO2 (centres undefined)	6.3%
COCCNC(=O)CC[C@]12CC[C@](C)(O)C[C@H]1C(C)(C)C[C@@H]2NS(=O)(=O)c1ccc(C)cc1	16.8%

(cont.)
SMILES	ALOX12 inh
O=C(Nc1cccc(Cl)c1)N1CCC(Oc2ncccc2C(=O)N2CCCCC2)C1 (centres undefined)	34.9%
O=C(Nc1ccc(F)cc1)N1Cc2[nH]cnc2C[C@H]1c1nc(-c2ccc(F)cc2)no1	-4.3%[176 µM]
COc1c(C(=O)/C=C/c2ccccc2)ccc2c1C=CC(C)(C)O2	14.6%
CS(=O)(=O)c1ccc(OCC2(CNC(=O)Nc3cccnc3)C[C@@H](O)[C@@H](O)C2)cc1 (some centres undefined)	?
O=C(NC1CCCCC1)C1CN(C(=O)c2cc(F)ccc2F)CC12CCOCC2 (centres undefined)	45.1%[activator]
CC(C)(C)CC(=O)N1CCC2(CCC(=O)N(CC3CC3)CC2)CC1	29.5%
COc1ccc(CNC2(Cc3cc(-c4ccc(OC)cc4)on3)COC2)cc1	19.9%[176 µM]
O=C(Cc1ccccc1F)N1CCN(c2cc(-c3ccc(Cl)cc3)[nH]n2)CC1	3.0%
O=C(c1ccc(F)cc1)N1CCC2(CNc3ccccc3[S+](=O)([O-])N2)C1 (centres undefined)	-1.1%
COc1ccc(-c2onc(C)c2C(=O)NCCSCc2ccco2)cc1	18.2%
COc1ccc(CCn2c(=O)c(-c3noc(C)n3)c3n(c2=O)CCCCC3)cc1	6.3%
COCCNC(=O)N1CCN(Cc2ccco2)CC(C(=O)O)C1 (centres undefined)	47.2%[activator]

A second format for part of the listing above:
Structure | ALOX12 inh
COc1c(C(=O)/C=C/c2ccccc2)ccc2c1C=CC(C)(C)O2 | 14.6%
O=C(c1ccc(F)cc1)N1CCC2(CNc3ccccc3[S+](=O)([O-])N2)C1 (centres undefined) | -1.1%

(list continues)
SMILES	ALOX12 inh
Cc1cc(C(F)(F)F)nc(CCNc2cc(C3CC(N)C3)nc(N)n2)n1 (centres undefined)	16.6%
CCN1CC(c2ccccc2)CC2(CCN(C(=O)c3cc[nH]c3C)CC2)C1 (centres undefined)	71.6%[activator]
CNC(=O)N1CCC(C2CCN(C3CCSCC3)C2)CC1 (centres undefined)	81.6%[activator]
CC(=O)N1CCC(C2CCN(Cc3cc(Cl)ccc3F)C2)CC1 (centres undefined)	81.4%[activator]
COc1ccccc1CNC(=O)C1CCN(C(=O)c2ncn3c2COC(c2ccc(C)cc2)C3)CC1 (centres undefined)	52.4%[activator]
COc1ccc(-c2cc(N3CCN(C(=O)Cc4ccccc4)CC3)n[nH]2)cc1	38.9%[activator]
COc1ccc(C2=NCC(C)n3nc4cc(C(F)(F)F)ccc4c32)cc1 (centres undefined)	?
CC(C)CNC(=O)N1CCC(N2CC3CC(C2)[C@H]2CCCC(=O)N2C3)CC1 (some centres undefined)	40.8%[activator]
CN(C)C[C@@H]1CN(c2ccncn2)C[C@H]1NC(=O)c1nccc2ccccc12	41.8%[activator]
COc1ccc(C(=O)N2CCn3c(nnc3C3CCNCC3)C2)cc1	?
Cn1nccc1C(=O)NC1CCCN(c2cc(-c3ccc(Cl)cc3)[nH]n2)C1 (centres undefined)	21.4%
CCC(=O)Nc1ccc(C2(C(=O)N3CCN(c4ccccc4F)CC3)CCC2)cc1	50.7%[activator]
O=C(COc1ccccc1)N1CCC2(CC1)CC(OCC1CC1)CCO2 (centres undefined)	19.7%
Cc1ccc(C(=O)N2C[C@@H](CO)[C@H](c3ccccn3)C2)c(C)c1	15.2%
C[C@@H](NC(=O)[C@@H]1C[C@@H](NS(=O)(=O)c2cccs2)CCN1C(=O)c1ccco1)C(N)=O	2.8%
CNc1ccc(-c2noc([C@@H]3CCCN3C3CCC3)n2)cn1	10.5%[176 µM]
CCc1ccc(C(=O)N2CCn3nc(C(O)c4ccccc4)cc3C2)s1 (centres undefined)	26.4%
Cc1ccc(CN2CCn3c(nn(-c4ccncc4)c3=O)C2)cc1	13.4%[176 µM]
CCC(C)SSc1ncc[nH]1 (centres undefined)	19.3µM*
CN(C)c1ccc(CN[C@H]2C[C@H]3C(=O)NC[C@@H](CCC(=O)NCc4ccc(F)cc4)N3C2)cc1	29.4%
c1ccc(CC2CCN(Cc3nnc4cc(-c5nc(-c6ccccc6)no5)ccn34)CC2)cc1	80.8%[activator]
Cc1ccc(CN2C[C@@H]3C(=O)N(CCc4ccccc4)C(=O)[C@@H]3C2)c(C)c1	7.8%
COCC(=O)NC[C@H]1OC[C@@H](NC2CCCCC2)[C@@H]1O	32.2%[activator][176 µM]
Cn1nc2n(c1=O)CCC(NC(=O)CCC1CCCCC1)CC2 (centres undefined)	-4.8%
COc1cc(-c2[nH]ncc2CN(CCO)Cc2ccccc2)cc(OC)c1OC	34.1%[activator]
CCc1noc(-c2cn(C3CCCN(C(=O)c4ccccc4)C3)nn2)n1 (centres undefined)	2.9%
CC(C)c1cc(C(=O)NCc2cccnc2Oc2cccc(C(F)(F)F)c2)n[nH]1	22.8%
COc1ccc(N2C(=O)C3(CCCCC3)C2C(=O)N2CCN(C(C)C)CC2)cc1 (centres undefined)	25.9%
O=C(Nc1ccccc1)C1CN(S(=O)(=O)c2cccnc2)CC12CCCCC2 (centres undefined)	42.2%[activator]
CS(=O)(=O)N1CCC2(CC1)CN(C(=O)c1ccc(Cl)cc1)CCO2	7.0%[6.33 µM]
O=C(O)C[C@@H]1CCN(C(=O)Nc2ccccc2)C[C@@H]1CCN1CCCCC1	-9.4%[176 µM]

Structural class: those above containing a Cl atom
SMILES	ALOX12 inh
CCc1noc(-c2cn(C3CCN(C(=O)c4cccc(Cl)c4)CC3)nn2)n1	13.4%
O=C(c1ccc(Cl)cc1)N1CCC2(CC1)C(=O)Nc1ccccc12	2.2%[6.33 µM]
O=C(Cc1cccc(Cl)c1)N1CCC2(CC1)COc1ccccc1[S+](=O)([O-])N2	4.3%[6.33 µM]
Cc1ccc(CN2CCCC(c3nn(-c4ccc(Cl)cc4)c(=O)[nH]3)C2)cc1 (centres undefined)	17.8µM*
O=C(c1ccc(Cl)cc1)N1CCn2c(nn(-c3ccc(C(F)(F)F)cc3)c2=O)C1	5.0%[6.33 µM]
O=C(Nc1ccc(Cl)cc1)N1CCn2c(nn(-c3ccc([N+](=O)[O-])cc3)c2=O)C1	?
O=C(c1n[nH]c2ccccc12)N1CCc2c(nc3cc(-c4ccccc4Cl)[nH]n3c2=O)C1	48.3%
O=C(Nc1cccc(Cl)c1)N1CCC(Oc2ncccc2C(=O)N2CCCCC2)C1 (centres undefined)	34.9%
O=C(Cc1ccccc1F)N1CCN(c2cc(-c3ccc(Cl)cc3)[nH]n2)CC1	3.0%
CC(=O)N1CCC(C2CCN(Cc3cc(Cl)ccc3F)C2)CC1 (centres undefined)	81.4%[activator]
Cn1nccc1C(=O)NC1CCCN(c2cc(-c3ccc(Cl)cc3)[nH]n2)C1 (centres undefined)	21.4%
CS(=O)(=O)N1CCC2(CC1)CN(C(=O)c1ccc(Cl)cc1)CCO2	7.0%[6.33 µM]

An excerpt; the hit share may differ from the screen's.
